SSB-PriA inh = inhibitors of Klebsiella pneumoniae PriA binding to SSB C-terminal tail; AlphaScreen SSBct-PriA binding, biotinylated peptide; inhibition, % at 33 µM; hit rate 0.6% among 430,000; AID 1272365; in the data active = inhibition mostly above about 37%, no sharp cut-off; inactive = mostly below about 20%;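 also: plate controls were negative control peptide for no effect and reference peptide for full effect; strong numbers were not always called active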
Starred values were filed as active, the others as inactive; & = joins results of further samples.

Screening CCCn1cc(SCC(=O)Nc2ccccc2OC)c2ccccc21 returned SSB-PriA inh 3.0.
Screening O=C(CCc1csc(NC(=O)c2ccc[nH]c2=O)n1)NCc1cccs1 returned SSB-PriA inh -18.0&-12.0.
Screening Cc1cc(NC(=O)C2CCCN(S(=O)(=O)c3cccs3)C2)on1 (stereo not drawn) returned SSB-PriA inh -4.0.
CC(C)(C)c1ccc(S(=O)(=O)NCC(=O)NC[C@H]2CCCN2c2nccs2)cc1 was read as SSB-PriA inh 5.0.
COC(=O)/C=C1\SC(=O)N(CN2CCOCC2)C1=O was read as SSB-PriA inh -6.0.
Screening CCNC(=O)C(=O)Nc1ccc(F)cc1F returned SSB-PriA inh -16.0.
For CC(=O)Nc1ccc(C2=NN(C(C)=O)C(c3cccs3)C2)cc1 (stereo not drawn) the results were SSB-PriA inh 5.0.
For O=C(COc1ccccc1F)NCCn1ccc(-c2ccsc2)n1 the results were SSB-PriA inh 3.0.
CN1CCN(n2c3c(c(SCC(=O)NC4CCCC4)nc2=O)CCC3)CC1 was read as SSB-PriA inh -9.0.
Screening c1ccc(CSc2n[nH]c(-c3ccccn3)n2)cc1 returned SSB-PriA inh 59.5*.
For CCCN1CCCc2cc(CCNC(=O)C(=O)Nc3cc(F)ccc3F)ccc21 the results were SSB-PriA inh 35.0.
CCSc1ccccc1C(=O)NCCc1nc(-c2cccs2)cn1C was read as SSB-PriA inh -19.0.
Screening O=C(Cc1ccccc1)Nc1nnc(Cc2ccc(Cl)s2)o1 returned SSB-PriA inh -7.0.
`O=C(c1cccc(N2C(=O)CCC2=O)c1)N(Cc1cccnc1)c1nc2c(F)cc(F)cc2s1` gave SSB-PriA inh -11.0.
`COc1ccc2nc(-n3nc(C)cc3NC(=O)c3cc(C)no3)sc2c1` gave SSB-PriA inh -7.0.
`COc1ccc(S(=O)(=O)Nc2cc(C)nn2[C@H]2CCS(=O)(=O)C2)cc1C` gave SSB-PriA inh -12.0.
For c1ccc(-c2cc3c(N4CCc5ccccc5C4)ncnc3s2)cc1 the results were SSB-PriA inh -5.0&2.0.
Screening COc1ccc2nc(-c3cccc(NS(=O)(=O)c4ccc(C(C)=O)cc4)c3)cn2n1 returned SSB-PriA inh 9.0.
`COc1ccc(S(=O)(=O)NCC(O)Cn2c3ccccc3c3ccccc32)cc1N(C)S(C)(=O)=O` (stereo not drawn) gave SSB-PriA inh 2.0.
`CC1C(=O)N2CCCc3cc(NC(=O)C(=O)NCC4CCN(C(=O)Oc5ccccc5)CC4)cc1c32` (stereo not drawn) gave SSB-PriA inh 3.0.
For COc1ccc(C=NNC(=O)c2sccc2OCc2ccc(F)cc2)cc1OC the results were SSB-PriA inh 0.7.
Screening O=C(Cc1ccc(F)cc1)NCCCn1nc(-c2ccc(F)cc2)ccc1=O returned SSB-PriA inh -22.0.
For O=C(CCCc1ccccc1)Nc1ccc2c(c1)N(C(=O)C1CCCC1)CC2 the results were SSB-PriA inh 6.0.
CS(=O)(=O)N1CCN(C(=O)c2ccc(N3CCC(Cc4ccccc4)CC3)nn2)CC1 was read as SSB-PriA inh -14.0.
Cc1nc(-c2ccccc2Cl)sc1CNC(=O)c1c(F)cccc1F was read as SSB-PriA inh -7.0.
Screening CS(=O)(=O)c1ccccc1-c1nnc(NC(=O)c2ccccc2Br)o1 returned SSB-PriA inh 5.0.
CCn1cc(C=NN=C2CCC3C4CCc5cc(O)ccc5C4CC[C@]23C)c(C)n1 (stereo partly drawn) was read as SSB-PriA inh 5.8.
`Cc1csc(C(=O)NC2CCN(c3ccc(C(F)(F)F)cn3)C2)c1` (stereo not drawn) gave SSB-PriA inh -4.0.
`COc1ccccc1-c1ccc(N2CCC(NC(=O)c3sccc3C)CC2)nn1` gave SSB-PriA inh -4.0.
Screening COc1ccc(CC(=O)NC2CCN(c3ccc(C(F)(F)F)cn3)C2)cc1OC (stereo not drawn) returned SSB-PriA inh -8.0.
For O=C(CN1CC(c2nc(-c3cccc(C(F)(F)F)c3)no2)C1)Nc1ccc2c(c1)OCO2 the results were SSB-PriA inh -3.0.
For O=C(CCCn1nc(-c2ccco2)ccc1=O)Nc1nccs1 the results were SSB-PriA inh -5.0.
For Clc1cccc(-c2ccccn2)n1 the results were SSB-PriA inh 13.7.
Screening O=S(=O)(NCCn1nc(-c2ccncc2)c2c1CCCC2)C1CC1 returned SSB-PriA inh 3.0.
Screening COc1cc(OC)nc(N)n1 returned SSB-PriA inh -10.0.
CCOC(=O)c1ccc(NC(=O)CSC2=C(C#N)C(c3ccc(OC)c(OC)c3)CC(=O)N2)cc1 (stereo not drawn) was read as SSB-PriA inh -13.0.
Screening O=C(C/C=C/c1cccc(Br)c1)c1ccc(Br)cc1 returned SSB-PriA inh -8.0.
For Cc1sc(NC(=O)c2ccc([N+](=O)[O-])s2)c(C#N)c1C the results were SSB-PriA inh -4.0.
For Cc1ccccc1-c1ccc(N2CCN(C(=O)Nc3ccc(F)c(F)c3)CC2)nn1 the results were SSB-PriA inh 4.0.
For CC(=O)c1cccc(NC(=O)CCC(=O)O)c1 the results were SSB-PriA inh -16.0&8.0.
Screening N#CCC(N)=NNC(=O)CCCNc1ncc(C(F)(F)F)cc1Cl returned SSB-PriA inh -11.9.
For CCOC(=O)CCC(=O)N1CCCC[C@H](c2ccc(OC)cc2)C1 the results were SSB-PriA inh -2.0.
Screening O=S(=O)(c1ccccc1)c1cnc2ccc(Cl)cc2c1N1CCN(Cc2ccccc2)CC1 returned SSB-PriA inh -3.0.
Screening COc1ccc(C(N)=NOC(=O)c2cccc([N+](=O)[O-])c2)cc1 returned SSB-PriA inh 7.5.
For COc1ccc(/C=N\NC(=O)CNC(=O)c2ccccc2Br)cc1 the results were SSB-PriA inh -3.0.
CCc1ccc2[nH]c3nc(NN=Cc4cccc(O)c4)nnc3c2c1 was read as SSB-PriA inh -10.9.
For COC(=O)c1ccc(C2C(=C(O)c3ccc(OC)cc3)C(=O)C(=O)N2Cc2ccco2)cc1 (stereo not drawn) the results were SSB-PriA inh 5.4.
For O=C(NCC#CCN1CCCCC1)c1ccsc1 the results were SSB-PriA inh -10.0.
For CCC(=NNc1ccccc1[N+](=O)[O-])c1ccc(O)cc1 the results were SSB-PriA inh 80.9.
For O=C(NCC#CCOc1cccc(C(F)(F)F)c1)c1cccs1 the results were SSB-PriA inh -43.0.
For CCn1cccc(-c2nnc(SCC(=O)Nc3ccc(C)c(Cl)c3)n2C)c1=O the results were SSB-PriA inh -15.0.
For CC(C)(C)C(=O)Nc1ccc(C(=O)NCCNC(=O)Nc2ccccc2Cl)cc1 the results were SSB-PriA inh -3.0.
Cc1cc(NC(=O)c2n[nH]c3ccccc23)ccc1Br was read as SSB-PriA inh 2.0.
`O=C(CSC1CCCC1)N1CCS[C@H](c2ccccc2)CC1` gave SSB-PriA inh 2.0.
`O=C(CCCOc1ccc2c(c1)OCO2)NCCCn1ccc2cccnc21` gave SSB-PriA inh 8.0.
For COC(=O)c1cc(OC)c(OC)cc1NC(=O)CSc1nc2ccccc2nc1N1CCOCC1 the results were SSB-PriA inh 0.0&12.0.
For O=C(NN=Cc1cn(Cc2ccccc2)c2ccccc12)c1cccnc1 the results were SSB-PriA inh 8.8.
`CS(=O)(=O)N1CCN(C(=O)[C@@H]2CC(=O)c3ccccc32)CC1` gave SSB-PriA inh 0.0.
Screening CSC1CC2CCC(C1)N2C(=O)c1cccc(C(F)(F)F)c1 (stereo not drawn) returned SSB-PriA inh -13.0.
`COc1ccc2nc(-c3ccc(F)c(NC(=O)c4ccc5c(c4)OCO5)c3)cn2n1` gave SSB-PriA inh -12.0.
Cc1ccc(NC(=O)C[C@H](C)n2nc(C)nc2C)cc1 was read as SSB-PriA inh -21.0.
O=C(NCC1CCN(C(=O)c2cc3ccccc3o2)CC1)c1csc(-c2ccccc2)n1 was read as SSB-PriA inh -7.0.
Screening COc1cc(C(=O)Nc2nc3ccc(Br)cc3s2)cc(OC)c1OC returned SSB-PriA inh -3.0.
Screening COc1cc(C=NNC(=O)Cn2nc([N+](=O)[O-])cc2C)cc(Br)c1OCc1ccccc1 returned SSB-PriA inh -3.9.
CCOC(=O)CNC(=O)C1CN(S(=O)(=O)C2CC2)C1 was read as SSB-PriA inh -13.0.
For CCOC(=O)c1c(NC(=O)CSc2ccc3ccccc3n2)sc2c1CCC(C)C2 (stereo not drawn) the results were SSB-PriA inh -5.0.
`Cn1cccc1-c1noc(CNC(=O)CCSc2ccccc2)n1` gave SSB-PriA inh -7.0.
Screening C#CC(C)(CC)OCC(O)CN1CCc2ccccc2C1 (stereo not drawn) returned SSB-PriA inh 4.0.
Screening COc1cc(NC(=O)CCn2ccc(=O)[nH]c2=O)ncn1 returned SSB-PriA inh -3.0.
CCn1cc(C=NNC(=O)COc2cccc3cccnc23)c2ccccc21 was read as SSB-PriA inh 9.3.
CC(CC(=O)Nc1ccc(Cl)c(C(F)(F)F)c1)=NNC(=O)c1ccccc1O was read as SSB-PriA inh 6.1.
Screening c1ccc(CSc2nnc(-c3cccs3)o2)nc1 returned SSB-PriA inh -1.0.
For Cc1ccc(S(=O)(=O)N2CCCCC2CCNC(=O)Nc2ccccc2)cc1 (stereo not drawn) the results were SSB-PriA inh 6.0.
CSc1ccccc1C(=O)Nc1ccc(-c2nc3ccc(C)cc3s2)cc1 was read as SSB-PriA inh -5.0.
`O=C(CN(c1ccc(Cl)cc1)S(=O)(=O)c1ccccc1)NN=Cc1ccco1` gave SSB-PriA inh -0.4.
`CN(C)c1ccc(C=Nn2c(-c3ccccc3Br)n[nH]c2=S)cc1` gave SSB-PriA inh 12.7.
`O=C(NCCn1ncc2c(=O)n(Cc3ccc(Br)cc3)cnc21)c1cccs1` gave SSB-PriA inh -9.0.
CC(=O)Nc1ccc(SCCCC(=O)Nc2ccc(C)c(F)c2)nn1 was read as SSB-PriA inh -2.0.
For Cc1nccn1CC1CCN(S(=O)(=O)c2cccc(C(F)(F)F)c2)CC1 the results were SSB-PriA inh -5.0.
Screening O=C(C1CCN(c2ccc([N+](=O)[O-])c3cccnc23)CC1)N1CCCCCC1 returned SSB-PriA inh 61.5.

Ordered by count of non-hydrogen atoms (ascending): eleven of the compounds above
Screening c1ccc(CSc2nnc(-c3cccs3)o2)nc1 returned SSB-PriA inh -1.0.
CCOC(=O)CNC(=O)C1CN(S(=O)(=O)C2CC2)C1 was read as SSB-PriA inh -13.0.
Cc1ccc(NC(=O)C[C@H](C)n2nc(C)nc2C)cc1 was read as SSB-PriA inh -21.0.
Screening COc1cc(NC(=O)CCn2ccc(=O)[nH]c2=O)ncn1 returned SSB-PriA inh -3.0.
`Cn1cccc1-c1noc(CNC(=O)CCSc2ccccc2)n1` gave SSB-PriA inh -7.0.
CC(=O)Nc1ccc(SCCCC(=O)Nc2ccc(C)c(F)c2)nn1 was read as SSB-PriA inh -2.0.
For Cc1nccn1CC1CCN(S(=O)(=O)c2cccc(C(F)(F)F)c2)CC1 the results were SSB-PriA inh -5.0.
CSc1ccccc1C(=O)Nc1ccc(-c2nc3ccc(C)cc3s2)cc1 was read as SSB-PriA inh -5.0.
Screening O=C(C1CCN(c2ccc([N+](=O)[O-])c3cccnc23)CC1)N1CCCCCC1 returned SSB-PriA inh 61.5.
For CCOC(=O)c1c(NC(=O)CSc2ccc3ccccc3n2)sc2c1CCC(C)C2 (stereo not drawn) the results were SSB-PriA inh -5.0.
Screening COc1cc(C=NNC(=O)Cn2nc([N+](=O)[O-])cc2C)cc(Br)c1OCc1ccccc1 returned SSB-PriA inh -3.9.

New compounds follow.
COc1cn(CC(=O)NC(C)(C)C)c(CSc2ccc(F)cc2)cc1=O was read as SSB-PriA inh -15.0.
Screening O=C(Cc1ccccc1)N1CCN(c2nc3ccccc3s2)CC1 returned SSB-PriA inh -16.0.
`COc1ccc(CC(N)=NOC(=O)Cc2ccccc2)cc1OC` gave SSB-PriA inh -25.5.
`Cc1ccc(C(=O)CN2C(=C(O)c3ccccc3)C(=O)c3ccccc3S2(=O)=O)c(C)c1` gave SSB-PriA inh 21.8.
Screening COc1nn(C)cc1C(=O)N1CCN(c2nc3c(C(F)(F)F)cccc3s2)CC1 returned SSB-PriA inh -7.0.
For COc1ccc(OC)c(-c2cc(C(=O)NCc3cc(-c4ccco4)n(C)n3)n(C)n2)c1 the results were SSB-PriA inh 12.0.
COc1nn(C)cc1C(=O)N1CC2CC1C(=O)O2 (stereo not drawn) was read as SSB-PriA inh -15.0.
Screening O=C(NN=Cc1ccc(OC(F)F)cc1)c1ccc(Br)cc1 returned SSB-PriA inh -15.1.
CO[C@@H](CNS(=O)(=O)c1cccnc1)c1ccco1 was read as SSB-PriA inh 4.0.
Screening COc1ccc(C)c2sc(N(CCCN3CCOCC3)C(=O)Cc3ccc(F)cc3)nc12 returned SSB-PriA inh 15.0.
For COc1ccc(S(=O)(=O)NCC(c2cccnc2)N2CCN(c3ccccc3F)CC2)cc1 (stereo not drawn) the results were SSB-PriA inh 19.0.
`Cc1ccc(SCC(=O)NN=Cc2ccco2)cc1` gave SSB-PriA inh -3.9.
`CCCCOC(=O)c1ccc(NS(=O)(=O)c2cc3c4c(c2)[C@H](C)C(=O)N4CCC3)cc1` gave SSB-PriA inh -17.0.
For Cc1ccc(OC(C)C(=O)Nc2ccc(S(N)(=O)=O)cc2)cc1 (stereo not drawn) the results were SSB-PriA inh -5.0.
Screening CCSc1nc(N)c2c(n1)N=C1CC(C)(C)CC(=O)C1[C@H]2c1ccc(N(C)C)cc1 (stereo partly drawn) returned SSB-PriA inh 1.0.
`CCOc1ccc(S(=O)(=O)N2CCN(c3cc(-n4cncn4)ncn3)CC2)cc1F` gave SSB-PriA inh -5.0.
For CCC(C)Nc1c([N+](=O)[O-])cc(C(C)(C)C)cc1[N+](=O)[O-] (stereo not drawn) the results were SSB-PriA inh 116.9*.
O=C1OC2(CCCN(C(=O)c3ccc(Cl)s3)C2)c2ccccc21 (stereo not drawn) was read as SSB-PriA inh -3.0.
COc1ccc(OC)c(S(=O)(=O)Nc2cccc(Cl)c2C)c1 was read as SSB-PriA inh -10.0&5.0.
`Cc1cc(NC(=O)c2ccc(S(=O)(=O)N(C)C)cc2)n(C)n1` gave SSB-PriA inh -4.0.
O=C(NN=Cc1cccc(Oc2ccccc2)c1)c1ccc(O)cc1O was read as SSB-PriA inh 2.4.

High-throughput results as filed in PubChem BioAssay.

This is a subset; the hit share may differ from the screen's.
